All columns: NCI-60 one-dose screen, growth in % after 48 h at 10 µM unless noted; 100 = growth as untreated, 0 = no growth, -100 = all killed.
SK-OV-3 = SK-OV-3 ovarian cancer cells. 80,000 compounds, 3.2% hits
OVCAR-5 = OVCAR-5 ovarian cancer | 82,000 compounds, 2.9% hits | AID 1794783
OVCAR-8 = OVCAR-8 ovarian cancer. 81,000 compounds, 4.4% hits. AID 1794782
NCI/ADR-RES = NCI/ADR-RES ovarian cells. 81,000 compounds, 4.4% hits
NCI-H522 = NCI-H522 lung cancer; 78,000 compounds, 8% hits
NCI-H23 = NCI-H23 lung cancer. 80,000 compounds, 4% hits. AID 1794731
OVCAR-4 = OVCAR-4 ovarian cancer cells | 80,000 compounds, 3.7% hits | AID 1794784
OVCAR-3 = OVCAR-3 ovarian cancer; 79,000 compounds, 7% hits
IGROV1 = IGROV1 ovarian cancer; 79,000 compounds, 4.7% hits
* marks the source's active call; other numbers are inactive results; / = not tested or not shown. How the source made its calls: active means growth percent below 10; inactive means the rest.

| no. | Molecule | SK-OV-3 | OVCAR-5 | OVCAR-8 | NCI/ADR-RES | NCI-H522 | NCI-H23 | OVCAR-4 | OVCAR-3 | IGROV1 |
| --- | --- | --- | --- | --- | --- | --- | --- | --- | --- | --- |
| 1 | Clc1ccc(C2=CSC3N=C(c4ccc(Cl)cc4)C=C(c4ccco4)N23)cc1 (centres undefined) | 80 | 120 | 107 | 121 | 81 | 108 | 83 | 104 | / |
| 2 | CNC(=O)c1cc(Oc2ccc3nc(NC(=O)Nc4ccc(Cl)cc4)sc3c2)ccn1 | 82 | 92 | 57 | 84 | 78 | 69 | 13 | 49 | 84 |
| 3 | NNC(=O)C(O)C(O)C(O)C(O)CO (centres undefined) | 124 | 107 | 98 | 115 | / | 121 | 116 | 120 | / |
| 4 | C[n+]1c(/C=C\c2ccc(Cl)cc2)ccc2ccccc21 | 76 | 34 | 65 | 105 | 46 | 87 | 75 | 37 | 75 |
| 5 | Cc1ccc(NC(=O)/C=N/O)cc1 | 111 | 96 | 111 | 99 | 97 | 98 | 109 | 102 | 100 |
| 6 | Cn1c(=O)[nH]c2nc(SCC(=O)Nc3ccc(C(=O)/C=C/c4ccccc4)cc3)[nH]c2c1=O | 107 | 101 | 108 | 97 | 104 | 92 | 102 | 94 | 101 |
| 7 | COc1ccc(CNc2ccc(NC(=O)Nc3cc(OC)cc(OC)c3)cn2)cc1 | 106 | 96 | 93 | 103 | 79 | 102 | 102 | 102 | 89 |
| 8 | COc1ccc(CCNc2nc3c(c(=O)n(Cc4ccc(Cl)cc4)c(=O)n3C)n2C)cc1OC | 99 | 99 | 98 | 90 | 85 | 94 | 90 | 101 | 85 |
| 9 | CCOC(=O)CCSC1=C(C)C(=O)c2ccccc2C1=O | 90 | 111 | 92 | 100 | 88 | 88 | 84 | / | 96 |
| 10 | Nc1ncnc2sc(-c3ccc(Cl)cc3)c(-c3ccccc3)c12 | 78 | 101 | 83 | 90 | 94 | 101 | 94 | 110 | 109 |
| 11 | C1CC1C(=NN=C(C1CC1)C1CC1)C1CC1 | 107 | 100 | 115 | 108 | 94 | 108 | 69 | 106 | 128 |
| 12 | COC(=O)[C@]1(C)CCC[C@]2(C)[C@H]3C[C@@H]4[C@H]5[C@@H]6CC/C(=N\N)[C@H]5[C@@]3(CC[C@H]21)C[C@]4(C(C)C)O6 | 110 | 109 | 106 | 104 | 93 | 103 | 97 | 98 | 104 |
| 13 | Cc1c(C(N)=O)sc2ncn(C)c(=O)c12 | 100 | 101 | 109 | 99 | 96 | 94 | 95 | 97 | 103 |
| 14 | CCCCOC(=O)CCCCC(=O)OC(C)C(=O)OCCCC (centres undefined) | 111 | 113 | 104 | 104 | 88 | 103 | 125 | 108 | 104 |
| 15 | COc1ccc(-c2nc3sc(C4CC4)nn3c2/C=C2/C(=O)Nc3ccc(OC)cc32)cc1 | 51 | 89 | 77 | 77 | 64 | 82 | 45 | 80 | 81 |
| 16 | C=CCN1C(=O)/C(=C\c2ccc3c(c2)CCC3)SC1=S | 99 | 100 | 104 | 105 | -22* | 90 | 106 | 109 | 106 |
| 17 | c1ccc2c(c1)ccc1c(C3CO3)cccc12 (centres undefined) | 116 | 103 | 104 | 95 | 106 | 99 | 99 | 121 | 116 |
| 18 | O=C(C(=O)N1CCCC1)c1ccc(OC2OC(CO)C(O)C(O)C2O)cc1 (centres undefined) | 114 | 99 | 155 | 106 | 90 | 102 | 113 | 100 | 105 |
| 19 | Cc1cc(Nc2ccc(Cl)c(Cl)c2)nc(N)n1 | 105 | 105 | 107 | 98 | 78 | 89 | 93 | 99 | 114 |
| 20 | CCN(CC)S(=O)(=O)c1ccc(S(=O)(=O)N2CCC[C@@H](C(=O)N3CCOCC3)C2)cc1 | 92 | 104 | 84 | 98 | 70 | 56 | 40 | 82 | 86 |
| 21 | Cc1ccc(S(=O)(=O)N2CCOCC2)cc1 | 95 | 100 | 109 | 107 | 98 | 109 | 96 | 109 | 110 |
| 22 | CN1C(=O)/C(=C/c2ccc(C(=O)Nc3ncc(Cc4cccc(C(F)(F)F)c4)s3)cc2)SC1=S | 51 | 61 | 60 | 33 | 35 | 37 | 34 | 71 | 57 |
| 23 | Cc1cc(N=Nc2ccc(NC(=O)c3ccc(N)cc3)cc2C)ccc1N=Nc1ccc(N=Nc2ccc3cc(S(=O)(=O)O)cc(S(=O)(=O)O)c3c2)c(C)c1 | / | 100 | 111 | 106 | 98 | 101 | 103 | 103 | 105 |
| 24 | O=C(Cc1ccccc1[N+](=O)[O-])c1ccc2c(c1)OCO2 | 90 | 104 | 104 | 106 | 92 | 99 | 102 | 103 | 114 |
| 25 | CC1(C)C(=O)C(C)(C)C1=NO | 93 | 112 | 97 | 110 | 93 | 108 | 101 | 106 | 113 |
| 26 | CCOC(=O)c1cc(C(=O)c2ccc(Cl)cc2)n2ccc(-c3ccn4c(C(=O)c5ccc(Cl)cc5)cc(C(=O)OCC)c4c3)cc12 | 106 | 112 | 94 | 88 | 87 | 94 | 100 | 108 | 92 |
| 27 | CC(C)(C)c1ccc([N+](=O)[O-])cc1Br | 106 | 102 | 113 | 104 | 90 | 98 | 94 | 111 | 98 |
| 28 | O=C(Nc1ccc(Cl)cc1)C(=S)N1CCOCC1 | 103 | 96 | 105 | 100 | 95 | 95 | 109 | 113 | 104 |
| 29 | COc1cc2c(cc1OC)-c1ccc3cc4c(cc3c1N(CCCN1CCCCC1)C2)OCO4 | 76 | 75 | 33 | 55 | 42 | 70 | 63 | 61 | 34 |
| 30 | CC(Br)C(C)C(Cl)(Cl)Cl (centres undefined) | 99 | 106 | 112 | 106 | 107 | 103 | 106 | 111 | 108 |
| 31 | COc1ccc(NC(=S)NNC(=O)COc2ccc(-c3nc4ccccc4[nH]3)cc2OC)cc1 | 102 | 100 | 105 | 107 | 90 | 99 | 95 | 99 | 103 |
| 32 | O=C(O)CCCSc1nc(-c2ccccc2)cc(-c2ccccc2)n1 | 102 | 111 | 94 | 107 | 88 | 103 | 108 | 104 | 98 |
| 33 | O=[N+]([O-])c1cccc2cnccc12 | 97 | 104 | 98 | 108 | 99 | 100 | 110 | 135 | 87 |
| 34 | CCCC(=O)NCCNc1nccc(Nc2ccc(S(=O)(=O)Nc3ccccn3)cc2)n1 | 91 | 111 | 97 | 102 | 91 | 95 | 103 | 103 | 100 |
| 35 | CCCCCOc1ccccc1[N+](=O)[O-] | 103 | 100 | 101 | 101 | 89 | 96 | 108 | 108 | 100 |
| 36 | O=C(O)C(F)Cc1ccccc1 (centres undefined) | 110 | 100 | 99 | 110 | 105 | 108 | 100 | 112 | 110 |
| 37 | O=C1CC[C@@H](C(=O)N[C@H]2CSSC[C@@H](C(=O)N/C=C/c3ccc(O)cc3)NC(=O)[C@H](Cc3ccccc3)NC(=O)[C@@H]3CCCN3C(=O)[C@@H]3CCCN3C2=O)N1 | 93 | 102 | 100 | 98 | 87 | 97 | 112 | 106 | / |
| 38 | O=C(CNc1ccc(Br)cc1Cl)Cn1cc(COc2ccc(C=Nc3cnc4ccccc4c3)cc2)nn1 | 99 | 105 | 105 | 106 | 103 | 101 | 113 | 121 | 114 |
| 39 | COc1cc(Cn2nc(-c3cc(OC)c(OC)c(OC)c3)c3c2CCc2cnoc2-3)cc(OC)c1OC | 103 | 92 | 86 | 87 | 74 | 84 | 83 | 107 | 88 |
| 40 | CC12CC3CC1C(C(=O)O2)C3C(=O)O (centres undefined) | 96 | 98 | 104 | 97 | 96 | 97 | 111 | 101 | 114 |
| 41 | Clc1ccc(C=Nc2ccc(Nc3ncnc4sc5c(c34)CCN(Cc3ccccc3)C5)cc2)cc1 | 94 | 103 | 105 | 102 | 94 | 104 | 106 | / | 93 |
| 42 | O=C(COc1ccc(NC(=O)Nc2ccc(Cl)cc2)cc1)N/N=C/c1cccc(O)c1 | 98 | 96 | 102 | 107 | 98 | 104 | 106 | 104 | 105 |
| 43 | N=C(N)c1ccc(Oc2ccc3ccc(=O)oc3c2)cc1 | 106 | 90 | 96 | 103 | 94 | 107 | 105 | 135 | 113 |
| 44 | Cc1ccccc1S(N)(=O)=O | 109 | 107 | 105 | 115 | 99 | 108 | 108 | 110 | 115 |
| 45 | COC(=O)[C@H](Cc1ccccc1)NC(=O)[C@@H](N)CC(=O)O | 99 | 100 | 103 | 105 | 87 | 108 | 109 | 108 | 99 |
| 46 | CN1CCN(CC(O)COc2ccc(C(C)(C)c3ccc(OCC(O)CN4CCN(C)CC4)cc3)cc2)CC1 (centres undefined) | 102 | 105 | 101 | 101 | 95 | 96 | 107 | 99 | 97 |
| 47 | C=C(C)C(=O)Nc1c(C)cccc1C | 99 | 102 | 103 | 109 | / | 102 | 96 | 106 | 109 |
| 48 | COc1ccc(/C=C2\SC(=O)N(Cc3cc(=O)oc4ccc(C)cc34)C2=O)cc1 | 96 | 96 | 110 | 104 | 84 | 98 | 98 | 109 | 109 |
| 49 | CCCOC(=O)N[C@H]1CCc2cc(OC)c(OC)c(OC)c2-c2ccc(SC)c(=O)cc21 | 43 | 34 | 24 | 5.9* | 21 | 35 | 41 | -42* | 18 |
| 50 | O=C(NNc1nc(NCCc2c[nH]c3ccccc23)nc(N2CCN(C(c3ccccc3)c3ccccc3)CC2)n1)c1ccccc1 | 87 | 99 | 82 | 90 | 70 | 74 | 53 | 74 | 67 |
| 51 | C[N+](C)(C)CCNC(=O)c1ccc(OCc2ccccc2)cc1 | 112 | 100 | 105 | 101 | 94 | 100 | 103 | 109 | 108 |
| 52 | CCCC(=O)CC(=O)c1cccs1 | 102 | 90 | 102 | 106 | 108 | 110 | 110 | 93 | 108 |
| 53 | CCCCCCCC(=O)SCC/C=C/[C@@H]1CC(=O)NCc2nc(cs2)C2=N[C@@](C)(CS2)C(=O)N[C@@H](C(C)C)C(=O)N1 | -4.4* | 23 | 5.1* | 84 | -27* | 16 | 31 | -7.6* | 0.9* |
| 54 | Nc1ccc(F)cc1[N+](=O)[O-] | 100 | 101 | 98 | 106 | 98 | 98 | 115 | 110 | 99 |
| 55 | CCCCCN1C=C/C(=C\C(=O)N(C)c2ccc(Oc3ccccc3)cc2)c2ccccc21 | 87 | 93 | 80 | 100 | 61 | 68 | 58 | 84 | 58 |
| 56 | COc1cccc(/C=C2/C[C@]3(C)[C@H]4CC[C@@H]5[C@@H](C(=O)/C=C/c6cccc(OC)c6OC)CC[C@@]5(C)[C@]4(C)CC[C@H]3C(C)(C)C2=O)c1OC | 114 | 107 | 95 | 95 | 77 | 88 | 86 | 116 | 107 |
| 57 | Cc1n(Cc2ccc3ccccc3n2)cc[n+]1Cc1ccc2ccccc2n1 | 91 | 83 | 98 | 99 | 36 | 70 | 24 | 55 | 64 |
| 58 | COc1cccc(C(=O)Nc2cccc(C#Cc3cccc4[nH]nc(N)c34)c2)c1 | 87 | 69 | 50 | 46 | 21 | 67 | 68 | / | 60 |
| 59 | Cc1cc(=O)oc2cc(OCC(O)CNN3C(=O)c4cccc5c(N6CCN(C)CC6)ccc(c45)C3=O)ccc12 (centres undefined) | 116 | 112 | 91 | 89 | 98 | 98 | 99 | 103 | 109 |
| 60 | CC(=O)NC1C(Nc2ccc(S(=O)(=O)Nc3cc(C)nc(C)n3)cc2)OC(CO)C(O)C1O (centres undefined) | 103 | 92 | 108 | 100 | 102 | 96 | 113 | 101 | 103 |

(list continues)
| no. | Molecule | SK-OV-3 | OVCAR-5 | OVCAR-8 | NCI/ADR-RES | NCI-H522 | NCI-H23 | OVCAR-4 | OVCAR-3 | IGROV1 |
| --- | --- | --- | --- | --- | --- | --- | --- | --- | --- | --- |
| 61 | Cc1ccc(CC(=O)O)cc1 | 114 | 108 | 100 | 108 | 84 | 105 | / | 105 | 98 |
| 62 | COc1ccc(Cn2cc3c(c2-c2cc(OC)c(OC)c(OC)c2)CCCc2cnoc2-3)cc1OC | 116 | 99 | 87 | 75 | 63 | 70 | 94 | 109 | 81 |
| 63 | CC1=C(C)C(=O)C(N2CCC(c3ccccc3)CC2)=CC1=O | 96 | 108 | 83 | 60 | 75 | 42 | 69 | 89 | 84 |
| 64 | O=C(OC(OC(=O)c1cc(Cl)cc(Cl)c1)c1cccc2ccccc12)c1ccccc1 (centres undefined) | 101 | 105 | 94 | 100 | 80 | 94 | 103 | 98 | 97 |
| 65 | COc1ccc(/C=C/C(=O)N2CCC(O)CC2)cc1OC1CCCC1 | / | 104 | 97 | 106 | 87 | 103 | 101 | 111 | 104 |
| 66 | COc1ccc(OC)c(/C=C2\N=C(c3ccccc3)N(c3ccc(-c4nc5ccc(C)cc5s4)cc3)C2=O)c1 | 64 | 70 | 75 | 68 | / | 56 | 42 | 48 | 49 |
| 67 | COc1ccc(-n2c(/C=C3\C(=O)Nc4ccccc43)ccc2CO)cc1 | 105 | 107 | 102 | 102 | 90 | 104 | 93 | 114 | 99 |
| 68 | CC1(C)CC[C@]2(C(=O)O)CC[C@]3(C)C(=CC[C@@H]4[C@@]5(C)C/C(=C/c6ccccn6)C(=O)C(C)(C)[C@@H]5CC[C@]43C)[C@@H]2C1 | 111 | 108 | 79 | 87 | 75 | 81 | 75 | 84 | 104 |

The order is random. Share with any hit: about 11%.
